# Screens deposited in PubChem BioAssay by several laboratories.
# Dyrk1A ADPGlo – rat Dyrk1A kinase inhibitors, primary screen, biochemical, single point, plate reader. ADP-Glo luminescence, NFATc1 peptide. Dual specificity tyrosine-phosphorylation-regulated kinase 1A (Rattus norvegicus), Q63470. inhibition, % at 12.5 µM. 310,000 tested, 0.43% active; in the data active = inhibition above about 50%;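 also: plate controls were vehicle with enzyme for no effect and no enzyme for full effect; many of its hits are not listed in these tables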
# KCNK9 inh – KCNK9 potassium channel inhibitors, primary screen, HEK293 cells, thallium flux; 310,000 tested, 1.2% active; FluxOR thallium flux fluorescence; active compounds read low; Potassium channel subfamily K member 9 (Homo sapiens), Q9NPC2; AID 488922, 2010; B-score at 10 µM;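 active = ratio B-score over 3 SD below the library mean, with starting fluorescence within 5 SD of its mean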;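 also: negative B-score means less thallium flux so channel inhibition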
# Target sequence (Q9NPC2 whole entry, looked up): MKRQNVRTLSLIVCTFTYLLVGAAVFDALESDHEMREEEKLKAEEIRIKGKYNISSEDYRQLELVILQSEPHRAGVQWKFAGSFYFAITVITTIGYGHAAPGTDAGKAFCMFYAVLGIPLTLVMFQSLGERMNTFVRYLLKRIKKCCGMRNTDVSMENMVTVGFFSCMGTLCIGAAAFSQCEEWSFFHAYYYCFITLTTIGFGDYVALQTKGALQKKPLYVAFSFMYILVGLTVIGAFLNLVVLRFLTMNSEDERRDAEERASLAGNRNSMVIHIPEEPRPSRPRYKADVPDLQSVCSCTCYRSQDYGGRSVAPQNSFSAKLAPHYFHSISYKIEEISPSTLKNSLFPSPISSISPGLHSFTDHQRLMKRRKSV
# KCNK3 block – human KCNK3 channel inhibitors, primary screen, CHO cells, FluxOR thallium flux, B-score; FluxOR fluorescence; active compounds read low; B-score at 10 µM; AID 602410, 2012; Potassium channel subfamily K member 3 (Homo sapiens), O14649; 340,000 tested, 0.84% active;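 active = B-score under library mean minus 4 SD, starting fluorescence ratio at most library mean plus 5 SD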;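 also: more negative B-score means stronger inhibition of thallium flux through KCNK3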
# TRPC4 act – activators of mouse TRPC4 channel, primary screen, Fluo4 calcium, HEK293 TRPC4beta/mu-opioid cells | Fluo4 calcium fluorescence; active compounds read high | B-score at 10 µM | 310,000 tested, 0.49% active | AID 2237, 2010;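 active = B-score above 5 SD of library B-scores, and initial fluorescence ratio not above library mean plus 5 SD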;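 also: positive B-score marks a calcium rise read as TRPC4 activation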
#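 Assay system: HEK293 cells stably co-expressing mouse TRPC4beta and mu-opioid receptor / Timing: Fluo4 dye loading 45 min at room temperature, 110 s recording / Signal: Fluo4 calcium-sensitive dye fluorescence, kinetic, 1 Hz baseline / Read-out: integrated baseline-normalised fluorescence ratio, converted to per-well B score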
# PolyA inh – polyadenylation inhibitors in yeast reporter cells, primary screen, luminescence, S. cerevisiae. S. cerevisiae SKY197-pL101 polyadenylation reporter, beta-gal luminescence; efflux-impaired pdr1/pdr3 knockout yeast; score 100 = 6 SD above DMSO. calls only at 12 µM. 300,000 tested, 0.02% active. AID 1875, 2009;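 active = lowest replicate activity score at least 50, where 100 means six control SD above control mean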;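 also: yeast exposed to compound for 9 h at 30 °C; higher score means more reporter readthrough which indicates perturbed polyadenylation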
# hERG rescue – hERG rescue from dofetilide block, primary screen, cell-based, CHO-hERG, FluxOR thallium flux, dofetilide IC70; dofetilide IC70 present; activation (rescue from dofetilide block), less the hit threshold, % at 10 µM; 310,000 tested, 0.51% active;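 active = activation above the mean of controls blocked by dofetilide plus 5 SD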;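 also: thallium influx through hERG after potassium depolarization seen as dye fluorescence rise; in these data hits start at about 4.7%; inactives centre near -7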
# KCNQ1 act – potentiators or activators of KCNQ1 channel, primary screen, cell-based, thallium flux, high-throughput; AID 2648, 2010; B-score at 10 µM; Potassium voltage-gated channel subfamily KQT member 1 (Homo sapiens), P51787; CHO-K1 KCNQ1, thallium flux FluxOR fluorescence; active compounds read high; 310,000 tested, 0.35% active;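 active = fluorescence ratio B-score, a plate-corrected score, at least three library SD, with initial intensity B-score within 5 SD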
# Target sequence (P51787 whole entry, looked up): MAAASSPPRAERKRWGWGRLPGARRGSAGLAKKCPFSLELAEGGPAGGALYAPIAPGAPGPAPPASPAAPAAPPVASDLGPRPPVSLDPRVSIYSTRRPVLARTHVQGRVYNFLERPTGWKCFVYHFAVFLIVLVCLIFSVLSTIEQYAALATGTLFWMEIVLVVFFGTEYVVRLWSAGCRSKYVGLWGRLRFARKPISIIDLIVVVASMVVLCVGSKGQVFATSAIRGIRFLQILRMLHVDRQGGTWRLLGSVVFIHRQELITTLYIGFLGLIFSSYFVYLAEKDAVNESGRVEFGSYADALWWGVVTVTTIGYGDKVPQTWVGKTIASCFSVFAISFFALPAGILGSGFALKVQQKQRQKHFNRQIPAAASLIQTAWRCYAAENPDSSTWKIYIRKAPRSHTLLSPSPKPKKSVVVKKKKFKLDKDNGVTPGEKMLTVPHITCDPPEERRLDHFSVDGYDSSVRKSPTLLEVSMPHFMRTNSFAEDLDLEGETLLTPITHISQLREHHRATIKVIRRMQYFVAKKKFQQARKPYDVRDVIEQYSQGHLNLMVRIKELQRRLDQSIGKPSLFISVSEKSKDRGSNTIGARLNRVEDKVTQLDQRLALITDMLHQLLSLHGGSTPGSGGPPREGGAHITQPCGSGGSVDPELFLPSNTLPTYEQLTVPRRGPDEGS
#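 Schedule – 37 °C overnight plating, 90-min dark dye load, 20-min compound pretreatment · System – stable KCNQ1 CHO-K1 line · Probe or stimulus – thallium- and potassium-containing depolarizing buffer · Measured by – kinetic FluxOR fluorescence, 10 s baseline plus 110 s post-stimulus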
# TRPC4 inh – inhibitors of mouse TRPC4 channel, primary screen, Fluo4 calcium, HEK293 TRPC4beta/mu-opioid cells; 300,000 tested, 0.39% active; AID 2247, 2010; B-score at 10 µM; DAMGO-evoked Fluo4 calcium flux; active compounds read low; Short transient receptor potential channel 4 (Mus musculus), Q9QUQ5;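 active = B-score over 3 SD under the library average, no early fluorescence shift, positive overall ratio signal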
#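 material = TRPC4beta/mu-opioid receptor HEK293 cell line | probe or stimulus = sequential submaximal and maximal DAMGO stimulation | compound dosing = one concentration per compound | measured by = Fluo4 Ca2+ flux fluorescence | evaluation = integrated fluorescence ratio relative to baseline, converted to per-well B score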
# TRPC4 potent – positive allosteric modulators of TRPC4, primary screen, cell-based, mouse TRPC4beta, HEK293 mu-opioid, Fluo-4 calcium; Short transient receptor potential channel 4 (Mus musculus), Q9QUQ5; 310,000 tested, 0.42% active; B-score at 10 µM; DAMGO EC20, Fluo-4 Ca2+ flux; active compounds read high;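 active = B-score of calcium response area above 5 SD of library B-scores, with initial fluorescence ratio within 5 SD of library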;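 also: B-score of integrated fluorescence ratio over time as area under calcium response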
# Platelet DG rel – inhibitors of platelet dense granule secretion, primary screen, cell-based, MLPCN, human platelets; 300,000 tested, 0.22% active; human platelet-rich plasma, SFLLRN dense granule ATP release, luminescence; inhibition, %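 (compounds screened at 7.5 µM in platelet-rich plasma)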;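 active = mean replicate score, as percent of positive control, at or above 50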
# KCNQ1 block – inhibitors of human KCNQ1 channel, primary screen, cell-based, thallium flux, high-throughput; Potassium voltage-gated channel subfamily KQT member 1 (Homo sapiens), P51787; CHO-K1 KCNQ1, FluxOR thallium flux fluorescence; active compounds read high; B-score at 10 µM; 310,000 tested, 1.3% active;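 active = compounds whose thallium flux B-score, printed positive for inhibition, exceeds three library SD while starting fluorescence stays within three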;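 also: channel opened by potassium depolarization with thallium stimulus after 20 min compound exposure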
# An asterisk follows results filed as active; i = inactive; nt = not tested or not shown.
SMILES,Dyrk1A ADPGlo,KCNK9 inh,KCNK3 block,TRPC4 act,PolyA inh,hERG rescue,KCNQ1 act,TRPC4 inh,TRPC4 potent,Platelet DG rel,KCNQ1 block
N#C/C(=C/c1ccc(F)cc1)c1nc(CCN2C(=O)c3ccccc3C2=O)cs1,0,i,i,i,i,-12,i,i,i,-1,i
Cc1ccc(-c2nnc(C)c(N3CC(C)OC(C)C3)n2)cc1 (configuration not stated),0,i,i,i,i,-5,i,i,i,-21,i
CN(C)c1ccc(C(C(=O)NC2CCCC2)N(Cc2cccnc2)C(=O)c2snc(C(N)=O)c2N)cc1 (configuration not stated),1,i,i,i,i,-12,i,i,i,1,i
O=C(NC1CCCC1)C1CC(=O)N(c2ccc(F)c(Cl)c2)C1 (configuration not stated),-4,i,i,i,i,-1,i,i,i,7,i
Cc1cccc(-n2cc(C(=O)O)c(=O)cc2C)c1,-2,i,i,i,i,-10,i,i,i,4,i
O=C(CCC(=O)OCC(=O)c1ccc([N+](=O)[O-])cc1)NC1CCCCC1,-7,i,i,i,i,-5,i,i,i,8,i
Cn1c(CCC(=O)OCC(=O)NCC(F)(F)F)nc(=O)c2ccccc21,-3,i,i,i,i,-3,i,i,i,-18,i
CC(NS(=O)(=O)c1ccc(OCC(=O)NCc2ccccn2)cc1)c1ccccc1 (configuration not stated),-4,i,i,i,i,-6,i,i,i,-2,i
O=C(NCC1COCCO1)c1ccc2nc(Cc3cccc(Cl)c3)oc2c1 (configuration not stated),19,i,i,i,i,-8,i,i,i,0,i
COc1cccc(-c2ccc(NC(=O)C3CCCN(Cc4cnc(N(C)C)s4)C3)cc2)c1 (configuration not stated),8,i,i,i,i,-20,i,i,i,-8,i
COC(=O)c1sccc1S(=O)(=O)Nc1ccc(N2CCCCC2)cc1,nt,i,i,i,i,-6,i,i,i,-21,i
Clc1ccc(-c2csc(N3CCN(c4ccccc4)CC3)n2)cc1,-3,i,i,i,i,-8,i,i,i,1,i
CC1CC(C)(C)NC(=S)N1CCCC(=O)Nc1ccc(Cl)cc1 (configuration not stated),2,i,i,i,i,-14,i,i,i,18,i
COc1ccc(-n2ncc(C(C)NS(=O)(=O)c3ccc(C)s3)c2C)cc1 (configuration not stated),-1,i,i,i,i,-14,i,i,i,0,i
CCC(C)n1c(SCC(=O)Nc2cc(C)on2)nc2ccccc2c1=O (configuration not stated),1,i,i,44*,i,-5,i,i,i,5,i
CC(Oc1ccccc1)C(=O)N=C1SC2CS(=O)(=O)CC2N1Cc1ccccc1 (configuration not stated),3,i,i,i,i,-12,i,i,i,8,i
COc1ccc(NC(C)=O)cc1CP(=O)(c1ccccc1)c1ccccc1,-2,i,i,i,i,-7,i,i,i,-2,i
CC(=O)c1ccc(OCC(O)COc2ccc(C(C)=O)cc2)cc1,-3,i,i,i,i,4.9*,i,i,i,9,i
CCOC(=O)N1CCC(NC(=O)C2=CCN(S(=O)(=O)c3ccccc3)CC2)CC1,-4,i,i,i,i,-13,i,i,i,-1,i
COC(=O)c1ccc(CN2CCCCC2)cc1,nt,i,i,i,i,-7,i,i,i,1,i
Cc1ccc2[nH]c(=O)c(CN(CC3CCCO3)S(=O)(=O)c3c(C)ccc4nsnc34)cc2c1 (configuration not stated),6,i,i,i,i,-9,i,i,i,-2,i
COc1ccc(NC(=O)c2cc(-c3cccc(OC)c3)on2)cc1,-1,i,i,i,i,-11,i,i,i,7,i
COc1cc(C2CC(=O)c3cnc(N4CCN(Cc5ccccc5)CC4)nc3C2)cc(OC)c1OC (configuration not stated),0,i,i,i,i,-32,i,i,i,-8,i
CC(CCc1ccccc1)NC(=O)C(C)OC(=O)c1ccco1 (configuration not stated),-7,i,i,i,i,-19,i,i,i,-10,i
COc1ccc(C=C2C=C(C(C)(C)C)C(=O)C(C(C)(C)C)=C2)cc1OC,3,i,i,i,i,-4,i,i,i,-7,6*

# New compounds follow
SMILES,Dyrk1A ADPGlo,KCNK9 inh,KCNK3 block,TRPC4 act,PolyA inh,hERG rescue,KCNQ1 act,TRPC4 inh,TRPC4 potent,Platelet DG rel,KCNQ1 block
CN(CC(=O)NNC(=O)CNC(=O)c1cccs1)S(=O)(=O)c1ccc(Cl)cc1,-4,i,i,i,i,-4,i,i,i,-14,i
CCCc1c(C)nc2c(Br)cccc2c1Cl,-1,i,i,i,i,-10,i,i,i,-4,i
COc1ccc(-c2cn3c(C)c(C(=O)Nc4ccncc4)sc3n2)cc1,18,i,i,i,i,-6,i,i,i,9,i
Cc1ccc(NC(=O)NCC2CCN(Cc3cccc(Cl)c3)CC2)c(Cl)c1,1,i,i,i,i,-14,i,i,i,-7,i
Cn1nccc1C(=O)Oc1cccc(/C=N/NC(=O)c2ccccc2O)c1,-63,i,i,i,i,-7,i,i,i,2,i
O=S(=O)(NCCOc1cccc2cccnc12)c1ccc(F)cc1,2,i,i,i,i,-10,i,i,i,-5,i
COc1cccc(N(C(=O)CCl)C(C(=O)NCCc2ccccc2)c2cccs2)c1 (configuration not stated),7,i,i,i,i,-11,i,i,i,-4,i
C=CCc1cccc(/C=N/NC(=O)C(=O)Nc2ccc(C)cc2)c1O,-2,i,i,i,i,-8,i,i,i,2,i
O=C(NCCN1C(=O)S/C(=C\c2ccccc2)C1=O)C1CCN(S(=O)(=O)c2cccs2)CC1,0,i,i,i,i,-9,i,i,i,-10,i
CSCC[C@H](NC(=O)Cc1c(C)c2cc3c4c(oc3cc2oc1=O)CCCC4)C(=O)O,-1,i,i,i,i,-8,i,i,i,4,i
CCn1c(=O)c(C(=O)Nn2c(C)nc3ccccc3c2=O)c(O)c2ccccc21,-11,i,i,i,i,-8,i,i,i,-25,i
CN1CCN(CC#Cc2ccccc2)CC1CCO (configuration not stated),-4,i,i,i,i,-8,i,i,i,-2,i
Cc1ccc(NC(=O)CCn2cnc3ccccc3c2=O)cc1,-1,i,i,i,i,-5,i,i,i,7,i
COc1ccc(NC(=O)CN(C)S(=O)(=O)c2ccc3c(c2)CC(C)N3C(C)=O)c(OC)c1 (configuration not stated),-3,i,i,i,i,-11,i,i,i,3,i
CCOC(=O)c1[nH]c2ccc(OC)cc2c1NC(=O)CCN1CCSCC1,-3,i,i,i,i,-3,i,i,i,3,i
CC(C)(C)n1nnnc1C(c1cccnc1)N(Cc1ccccc1)Cc1ccco1 (configuration not stated),5,i,i,i,i,-8,i,i,i,-1,i
O=C(/C=C/c1ccc(Cl)cc1)NCc1ccncc1,-14,i,i,i,i,-7,i,i,i,13,i
Cc1cccc(C)c1OCC(=O)Nc1ccccc1C(F)(F)F,-3,i,i,i,i,-23,i,i,i,20,i
O=C(Nc1ccn(Cc2c(F)c(F)c(F)c(F)c2F)n1)c1ccc(COc2ccccc2Cl)cc1,3,i,i,i,i,-9,i,i,i,12,i
Cc1ccc(S(=O)(=O)N2CCC(C(=O)NCc3cccnc3)CC2)cc1,-2,i,i,i,i,-8,i,i,i,-6,i
CC(C)NC(=O)NC(=O)COC(=O)c1ccc(NC(=O)CC#N)cc1,-3,i,i,i,i,-7,i,i,i,-1,i
O=C(O)CCC(=O)Nc1cccc2cccnc12,-3,i,i,i,i,-5,i,i,i,4,i
CCOC(=O)c1cc(C)nc(Sc2ccc(C)cc2)c1C#N,5,i,i,i,i,-12,i,i,i,-20,i
Cc1cc(SCC(=O)N2CCCC2=O)nc2c(C)cccc12,-3,i,i,i,i,-11,i,i,i,10,i
O=C(CCSCc1ccccc1F)N1CCN(c2ccccn2)CC1,-1,i,i,i,i,-12,i,i,i,2,i
O=C(NC1CCN(S(=O)(=O)c2ccccc2)CC1)c1ccc(F)cc1,1,i,i,i,i,-19,i,i,i,2,i
O=C(NCc1ccc2c(c1)OCO2)c1ccc(NS(=O)(=O)c2ccc3c(c2)OCCO3)cc1,-1,i,i,i,i,-13,i,i,i,-4,i
Cc1noc(C(F)(F)F)c1C(=O)NNC(=O)c1cccc(C(F)(F)F)c1,7,i,i,i,i,-5,i,i,i,-6,i
CCCCn1c(N)c(N(CCOC)C(=O)C2CCN(C(=O)c3ccc(Cl)cc3)CC2)c(=O)[nH]c1=O,14,i,i,i,i,-7,i,i,i,-5,i
Cc1ccc(NC(=O)CSCC(=O)Nc2ccccc2C(=O)N2CCCCC2)cc1,-9,i,i,i,i,-15,i,i,i,1,i

# Seven successive records out of the list so far:
SMILES,Dyrk1A ADPGlo,KCNK9 inh,KCNK3 block,TRPC4 act,PolyA inh,hERG rescue,KCNQ1 act,TRPC4 inh,TRPC4 potent,Platelet DG rel,KCNQ1 block
CN1CCN(CC#Cc2ccccc2)CC1CCO (configuration not stated),-4,i,i,i,i,-8,i,i,i,-2,i
Cc1ccc(NC(=O)CCn2cnc3ccccc3c2=O)cc1,-1,i,i,i,i,-5,i,i,i,7,i
COc1ccc(NC(=O)CN(C)S(=O)(=O)c2ccc3c(c2)CC(C)N3C(C)=O)c(OC)c1 (configuration not stated),-3,i,i,i,i,-11,i,i,i,3,i
CCOC(=O)c1[nH]c2ccc(OC)cc2c1NC(=O)CCN1CCSCC1,-3,i,i,i,i,-3,i,i,i,3,i
CC(C)(C)n1nnnc1C(c1cccnc1)N(Cc1ccccc1)Cc1ccco1 (configuration not stated),5,i,i,i,i,-8,i,i,i,-1,i
O=C(/C=C/c1ccc(Cl)cc1)NCc1ccncc1,-14,i,i,i,i,-7,i,i,i,13,i
Cc1cccc(C)c1OCC(=O)Nc1ccccc1C(F)(F)F,-3,i,i,i,i,-23,i,i,i,20,i

# A portion of the library, so the mix of outcomes need not match the whole.
